STK33 inh = human STK33 kinase inhibition | Q9BYT3 | purified STK33, MBP phosphorylation, ADP-Glo luminescence | inhibition, % at 10 µM | actives 0.073% (n = 320,000);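 active = inhibition at or above 25%, using the most active replicate where run in duplicate; inactive = inhibition below 25%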
Target sequence (Q9BYT3 whole entry, looked up): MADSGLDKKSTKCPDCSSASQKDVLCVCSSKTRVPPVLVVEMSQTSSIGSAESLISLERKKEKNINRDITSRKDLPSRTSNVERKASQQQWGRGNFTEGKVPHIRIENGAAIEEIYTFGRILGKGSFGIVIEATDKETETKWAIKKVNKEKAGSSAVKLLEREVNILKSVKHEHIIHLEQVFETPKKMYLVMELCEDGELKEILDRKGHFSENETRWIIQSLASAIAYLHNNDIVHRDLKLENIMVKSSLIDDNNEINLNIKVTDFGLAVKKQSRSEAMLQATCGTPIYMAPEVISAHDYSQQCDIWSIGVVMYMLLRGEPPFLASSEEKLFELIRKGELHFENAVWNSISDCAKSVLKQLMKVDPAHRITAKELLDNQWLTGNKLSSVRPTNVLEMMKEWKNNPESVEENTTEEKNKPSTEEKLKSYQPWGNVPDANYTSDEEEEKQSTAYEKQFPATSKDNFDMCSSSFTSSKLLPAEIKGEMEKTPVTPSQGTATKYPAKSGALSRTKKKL
OX1R antag-1 = antagonists of human orexin 1 receptor | O43613 | CHO/OX1R cells, Fluo-8 calcium fluorescence, orexin A | inhibition, % at 5 µM | actives 0.43% (n = 330,000) | AID 434989;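 active = inhibition above its plate's threshold, mean inhibition of all tested compounds on the plate plus 3 SD, cut at about 37% in these data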;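 note: 0% = orexin A challenge wells and 100% = SB-334867-A antagonist wells; not every result past the cut was called active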
Target sequence (O43613 whole entry, looked up): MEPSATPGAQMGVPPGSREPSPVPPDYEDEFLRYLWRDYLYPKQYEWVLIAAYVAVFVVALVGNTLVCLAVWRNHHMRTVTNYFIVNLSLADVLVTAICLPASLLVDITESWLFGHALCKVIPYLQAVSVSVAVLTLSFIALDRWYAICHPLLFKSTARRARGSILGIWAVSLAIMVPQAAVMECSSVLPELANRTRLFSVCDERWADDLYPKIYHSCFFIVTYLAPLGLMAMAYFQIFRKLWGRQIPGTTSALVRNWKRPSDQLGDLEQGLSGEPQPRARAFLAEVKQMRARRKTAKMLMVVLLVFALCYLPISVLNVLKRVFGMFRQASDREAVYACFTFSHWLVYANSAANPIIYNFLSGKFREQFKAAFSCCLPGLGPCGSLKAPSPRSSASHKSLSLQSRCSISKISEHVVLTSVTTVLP
OX1R antag-2 = blocks the human orexin 1 receptor; O43613; AID 485270; OX1R-expressing cells, FRET antagonist read-out; actives 1.8% (n = 330,000); inhibition, % at 6.6 µM; in the data active = inhibition mostly above about 38%, no sharp cut-off; inactive = mostly below about 40%;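 note: 0% = agonist challenge alone and 100% = reference antagonist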
* marks the source's active call; other numbers are inactive results; . = no result given. The order is random (roughly 2.2% active in at least one column).

SMILES | STK33 inh | OX1R antag-1 | OX1R antag-2
Cc1c(NC(=O)c2cc3ccccc3c(=O)s2)c(=O)n(-c2ccccc2)n1C | -0.4 | -10 | 28
CCCCNc1ncnc2c1cnn2Cc1ccc(Cl)cc1 | -1.0 | -30 | -2
O=C(Cn1cnc2c(nnn2Cc2ccccc2F)c1=O)NCc1ccco1 | 0.0 | 7 | 6
Cc1c(NC(=S)N/N=C\c2ccccc2O)c(=O)n(-c2ccccc2)n1C | -3.0 | 1 | 24
COc1ccc(-n2c(-c3cccc(C)c3[N+](=O)[O-])n[nH]c2=S)cc1 | -0.2 | -21 | 15
CC(=O)N1[C@H](C)C=C[C@]1(Cc1ccccc1)C(=O)O | -0.2 | 1 | 30
Brc1cc(-c2ccccc2)nc(-c2ccccc2)n1 | -0.4 | -18 | 10
Cc1sc2ncn(CC(=O)NCC(=O)N3CCN(c4ccc(F)cc4)CC3)c(=O)c2c1C | 0.0 | -18 | 16
Cc1noc(C)c1Cn1nc(C(=O)O)c2ccccc2c1=O | -0.5 | -9 | 16
O=C(Cn1ccc(C(F)(F)F)n1)NNC(=O)c1cccnc1 | -0.7 | -10 | 8
Cc1ccc(C(=O)N/N=C/c2ccc(-c3cccc(C(F)(F)F)c3)o2)cn1 | 1.4 | -8 | 6
COc1nc2c(C)cccc2cc1-c1noc(-c2ccco2)n1 | 0.4 | -12 | 2
CCCCc1nc2n[nH]c(N)c2c2c1CSC(C)(C)C2 | -0.3 | 9 | 7
CCN(CC)S(=O)(=O)c1cccc(NC(=O)c2cccc(S(=O)(=O)N3CCCC3)c2)c1 | -0.6 | -11 | -1
CSc1nsc(SCC(=O)N2CCc3ccccc32)n1 | -0.5 | -11 | 19
CCc1nnc(NC(=O)CCC(=O)Nc2ccc(OC)cc2OC)s1 | -1.7 | -27 | 11
O=C(c1ccncc1)N1N=C(C2CCCCC2)CC1(O)C(F)(F)F (configuration not stated) | 0.0 | -17 | 18
Cc1ccc(C)c(S(=O)(=O)Nc2ccc3scnc3c2)c1 | 0.9 | -20 | 6
Cc1cc(OC(F)F)ccc1NC(=O)Nc1ccc2c(c1)OCO2 | -0.6 | -15 | -7
Cc1cc(C)c2c(N)c(C(=O)NCc3ccco3)sc2n1 | -0.9 | -14 | -1
c1ccc(OCc2nnc3sc(-c4cccs4)nn23)cc1 | -0.2 | -16 | 8
Cc1ccc(C2=NNC(C(O)C(O)C(O)C(O)CO)S2)cc1 (configuration not stated) | -0.9 | -12 | 7
CCOc1cc(Br)c(/C=C2/C(=O)N(C)C(=S)N2CC(=O)OC)cc1OC | -1.4 | -34 | 20
Cc1cc(C)nc(NC(=O)CSc2nnnn2-c2ccccc2)n1 | -1.5 | -10 | 1
S=c1nc(C2CCCCC2)[nH]c2ccccc12 | 0.0 | -44 | 30
COc1ccc(C(OC(=O)c2c(C)noc2C)C(=O)NC2CCCC2)cc1 (configuration not stated) | -1.3 | -16 | 13
Cc1cccc(Cl)c1NNC(=O)Nc1c([N+](=O)[O-])c(C)nn1C | -1.4 | -21 | 10
O=C(c1ccccc1)c1nnc(-c2ccccc2F)o1 | -0.9 | -16 | 26
Cc1ccc(S(=O)(=O)Nc2ccc3c(c2)nc(CCN2CCCCC2)n3C)cc1 | -0.6 | -20 | 1
CCn1c(SC(C)C(=O)Nc2nccs2)nnc1-c1ccncc1 (configuration not stated) | 0.1 | -17 | 6

An excerpt from above, limited to STK33 inh:
Compound	STK33 inh
Cc1cccc(Cl)c1NNC(=O)Nc1c([N+](=O)[O-])c(C)nn1C	-1.4
O=C(c1ccccc1)c1nnc(-c2ccccc2F)o1	-0.9

Next part.
SMILES | STK33 inh | OX1R antag-1 | OX1R antag-2
Cc1ccc(C(=O)CCC(=O)N(C)CC(=O)Nc2c(Cl)cccc2Cl)cc1 | -0.5 | -22 | 28
Cc1noc(C)c1S(=O)(=O)Nc1ccc(C(=O)N2CCc3ccccc3C2)cc1 | -1.2 | -21 | 34
CC(O)[C@H]1CNCCN1CC1(c2ccccc2)CC1 (some centres not stated) | 0.0 | -9 | 22
COc1ccccc1-n1c(SCC(=O)Nc2cccc3ccccc23)nc(O)cc1=O | -0.1 | -6 | 11
COC(=O)CSc1nc2ccc(C)cc2[nH]1 | -0.3 | 0 | -2
CC1CCc2c(C(=O)NCCCN3CCOCC3)csc2C1 (configuration not stated) | -0.1 | -11 | 3
O=C(NNc1c(F)c(F)cc(F)c1F)c1ccco1 | -1.1 | 2 | 11
Cc1cccc2cc(C3CC(c4cccs4)=NN3C(=O)CCC(=O)O)c(Cl)nc12 (configuration not stated) | -2.2 | 2 | 24
CC(C)Cn1cnc2c1c(=O)n(CC(=O)O)c(=O)n2Cc1ccccc1 | -2.3 | -9 | 16
Oc1ccc(-c2csc(-c3cccnc3)n2)c(O)c1 | -0.6 | -20 | 30
Cc1ccc(C(=O)NC(=S)N2CCN(c3cc(C)ccc3C)CC2)cc1 | 0.6 | -14 | 28
Cc1nc2cc(CC(=O)O)ccc2o1 | -2.0 | -8 | 11
COc1ccc(Cl)cc1N(C(C)C(=O)O)S(C)(=O)=O (configuration not stated) | -1.4 | -12 | 4
O=C(CN1CCCC1)NCC12CC3CC(CC(C3)C1)C2 | 0.2 | -5 | 25
CC(=O)Nc1ccc(-c2cn3ccsc3n2)cc1 | -1.3 | -15 | 13
CC(=O)Nc1cccc(C(=O)OC(C(=O)c2ccc(C)c(C)c2)c2ccccc2)c1 (configuration not stated) | -2.0 | -20 | 25
NC(=O)C1=C[C@H](c2csc3ccccc23)C[C@H](OCc2ccc(CO)cc2)O1 | -1.4 | 8 | 12
CC(=O)C(=Nc1ccccc1Cl)NNc1ccc(Cl)cc1 | -1.0 | -17 | 77*
Cc1nc2scc(-c3ccc(C(C)(C)C)cc3)c2c(=O)n1N | -2.4 | -1 | 19
CN1CCN(S(=O)(=O)c2ccc(Sc3nnnn3-c3ccccc3)c([N+](=O)[O-])c2)CC1 | -1.6 | -26 | 19
O=c1[nH]c(-c2ccncc2)nc2ccccc12 | 0.6 | -22 | 22
Cc1nc(N(C)C)ncc1C(=O)O | 0.3 | -15 | 10
CC(=O)NCc1nc2ccccc2n1C(C)C | -1.1 | -6 | 13
FC(F)Sc1ccc(NC(=S)NC2CCCC2)cc1 | -0.9 | 11 | 26
Cc1ccc(/C=C/S(=O)(=O)NCCC(=O)NCc2ccc(F)cc2)cc1 | -0.5 | -18 | 9
Cc1cccn2cc(-c3ccc(S(=O)(=O)N4CCCCC4)cc3)nc12 | 0.6 | -9 | 11
CCN(CC)CC#CC(C)OCOCC#CCOC (configuration not stated) | -0.2 | -4 | 8
COc1ccc(CC(=O)NCc2ccccc2)cc1 | 0.6 | -8 | 11
CN(Cc1cnn(C)c1)Cc1nc(Cc2ccccc2Cl)no1 | -0.2 | -9 | 21
CN1CCN(NS(=O)(=O)c2cccs2)CC1 | 0.4 | 0 | 0
COC(=O)c1c(C)[nH]c(C(=O)/C=C/c2ccccc2F)c1C | 1.9 | -36 | -4
COc1ccc(Nc2nc(N)nc(CN(C)C3CCCCC3)n2)cc1 | -1.1 | -12 | 17
CCCC(C(=O)OCC)P(=O)(c1ccccc1)c1ccccc1 (configuration not stated) | -1.1 | -7 | 5
Cn1cnc(S(=O)(=O)Nc2cc(C(F)(F)F)ccc2N2CCOCC2)c1 | 0.7 | -17 | 5
CCn1nc(C)c(CNC(=O)c2cc(COc3ccc(F)cc3Cl)on2)c1C | -1.0 | -14 | 30
CCOc1ccc(C2C(C#N)=C(N)Oc3cc(C)oc(=O)c32)cc1 (configuration not stated) | -1.0 | -12 | 14
CCc1ccc(NC(=O)Nc2cc(C(=O)O)ccc2N2CC3CC(C2)c2cccc(=O)n2C3)cc1 (configuration not stated) | 0.4 | -20 | 6
N#Cc1ccc(Oc2ccc(S(=O)(=O)N3CCOCC3)cn2)cc1 | -0.7 | -19 | 24
CNC(=O)N(O)C1N(NC(=O)Nc2cccc3ccccc23)C(=S)SC1(C)C (configuration not stated) | 1.6 | 4 | 29
C/C(CC(=O)Nc1ccccc1)=N\NC(=O)COc1ccc(C)cc1Br | -2.0 | -28 | 46
O=[N+]([O-])c1ccc(-c2cnc3ccccc3n2)cc1 | -1.4 | -7 | 20
CCc1ccccc1NC(=O)c1ccccc1Sc1ccc([N+](=O)[O-])cc1Cl | 0.6 | -33 | 10
C/C(Cl)=C\Cn1c(=O)c2c(nc3n2CCS3)n(C)c1=O | -1.1 | -8 | 10
CS(=O)(=O)N(CCc1ccccc1)CC(=O)NCc1ccncc1 | 0.1 | 0 | 6
CCOC(=O)Cc1csc(NS(=O)(=O)c2ccc(OC)cc2)n1 | 10 | 1 | 22

A draw from above in order of formula weight, rising:
SMILES | STK33 inh | OX1R antag-1 | OX1R antag-2
O=[N+]([O-])c1ccc(-c2cnc3ccccc3n2)cc1 | -1.4 | -7 | 20
COc1ccc(CC(=O)NCc2ccccc2)cc1 | 0.6 | -8 | 11
CCN(CC)CC#CC(C)OCOCC#CCOC (configuration not stated) | -0.2 | -4 | 8
COC(=O)c1c(C)[nH]c(C(=O)/C=C/c2ccccc2F)c1C | 1.9 | -36 | -4
FC(F)Sc1ccc(NC(=S)NC2CCCC2)cc1 | -0.9 | 11 | 26
C/C(Cl)=C\Cn1c(=O)c2c(nc3n2CCS3)n(C)c1=O | -1.1 | -8 | 10
CCOc1ccc(C2C(C#N)=C(N)Oc3cc(C)oc(=O)c32)cc1 (configuration not stated) | -1.0 | -12 | 14
CCCC(C(=O)OCC)P(=O)(c1ccccc1)c1ccccc1 (configuration not stated) | -1.1 | -7 | 5
CN(Cc1cnn(C)c1)Cc1nc(Cc2ccccc2Cl)no1 | -0.2 | -9 | 21
COc1ccc(Nc2nc(N)nc(CN(C)C3CCCCC3)n2)cc1 | -1.1 | -12 | 17
N#Cc1ccc(Oc2ccc(S(=O)(=O)N3CCOCC3)cn2)cc1 | -0.7 | -19 | 24
Cc1cccn2cc(-c3ccc(S(=O)(=O)N4CCCCC4)cc3)nc12 | 0.6 | -9 | 11
CCOC(=O)Cc1csc(NS(=O)(=O)c2ccc(OC)cc2)n1 | 10 | 1 | 22
Cc1ccc(/C=C/S(=O)(=O)NCCC(=O)NCc2ccc(F)cc2)cc1 | -0.5 | -18 | 9
Cn1cnc(S(=O)(=O)Nc2cc(C(F)(F)F)ccc2N2CCOCC2)c1 | 0.7 | -17 | 5
CCc1ccccc1NC(=O)c1ccccc1Sc1ccc([N+](=O)[O-])cc1Cl | 0.6 | -33 | 10
C/C(CC(=O)Nc1ccccc1)=N\NC(=O)COc1ccc(C)cc1Br | -2.0 | -28 | 46
CNC(=O)N(O)C1N(NC(=O)Nc2cccc3ccccc23)C(=S)SC1(C)C (configuration not stated) | 1.6 | 4 | 29
CCc1ccc(NC(=O)Nc2cc(C(=O)O)ccc2N2CC3CC(C2)c2cccc(=O)n2C3)cc1 (configuration not stated) | 0.4 | -20 | 6

The list goes on.
SMILES | STK33 inh | OX1R antag-1 | OX1R antag-2
Cc1ccc(C)c(C(=O)n2cnnc2N)c1 | -1.2 | 0 | 23
CS(=O)(=O)N(CCc1ccccc1)CC(=O)Nc1ccc(Br)cc1F | -0.2 | -14 | 9
COc1ccc(OC)c(NC(=O)Nc2cccc(Cn3cccn3)c2)c1 | -0.3 | -27 | 17
O=C(O)CCC(=O)Nc1ccc(Cc2ccc(NC(=O)CCC(=O)O)cc2)cc1 | -1.0 | -14 | 5
CCn1c(=O)c(-c2cc(=O)[nH][nH]2)c(O)c2ccccc21 | 2.7 | -1 | 24
O=C(O)C1C2C=CC(O2)C1C(=O)NCCCn1ccnc1 (configuration not stated) | -2.2 | -15 | 4
CC1CCN(C(=O)C(=O)Nc2sc3c(c2C(N)=O)CC(C)(C)OC3)CC1 | -0.5 | -9 | 0
COc1ccc(NC(=O)CNC(=O)c2ccco2)cc1 | 0.5 | -13 | 13
CC1=Nc2ccccc2/C1=C\c1nc(-c2ccc(F)cc2)oc1O | 0.2 | 14 | 12
CCn1nnc(NC(=O)c2ccc(C(C)(C)C)cc2)n1 | 0.6 | -16 | 11
Cc1c(C(=O)N2CCOCC2)c(S(=O)(=O)Nc2cccc(F)c2)c(C)n1C | -0.3 | -30 | 6
Nc1nc(SCCO)[nH]c(=O)c1NC(=O)c1ccccc1F | -0.2 | 2 | 15
CC(NC(=O)COC(=O)Cn1cc(C(F)(F)F)ccc1=O)c1ccccc1 (configuration not stated) | -1.6 | -6 | 3
CC(C)(C)c1n[nH]c(=S)n(/N=C/c2cccs2)c1=O | -0.7 | -8 | 18
C/C(=N\OC(=O)c1cccc(C(F)(F)F)c1)c1sc(-c2ccccc2)nc1C | -3.3 | -6 | 12
Cc1ccc(S(=O)(=O)NCC(=O)OCC(=O)NC(=O)NC2CCCC2)cc1 | . | -16 | 2
N#Cc1ccccc1S(=O)(=O)N1CCN(C(=O)c2ccc(-n3cncn3)c([N+](=O)[O-])c2)CC1 | -1.8 | -10 | 13
CCn1c(SCC(=O)Nc2cc(C)on2)nc2c(c1=O)SCC2 | -2.0 | -22 | 4
COc1ccccc1CNS(=O)(=O)c1ccc(-n2cnnn2)c(OC)c1 | -0.3 | 6 | 21
Cc1ccc(N(Cc2cc3ccccc3[nH]c2=O)C(=O)c2ccco2)c(C)c1 | -1.3 | -26 | 6
CCOc1ccc(C(=O)NC(=S)N(Cc2ccccc2)Cc2ccccc2)cc1 | -0.5 | -20 | 4
CC(=O)c1ccc(NC(=O)CC23CC4CC(C2)CC(n2nnc(C)n2)(C4)C3)cc1 | -2.0 | -29 | 5
Cc1ccc(N(CC(=O)Nc2cc(C)ccc2C)S(C)(=O)=O)cc1 | -1.5 | 1 | 14
COc1cccc(CC(=O)N2CCC(n3nccc3NC(=O)C3CCOC3)CC2)c1 (configuration not stated) | -0.3 | -22 | 21
COc1ccc(CCNC(=O)CN2C(=O)NC3(CCc4ccccc43)C2=O)cc1 (configuration not stated) | 0.3 | -8 | 7
